Screening results: PubChem BioAssay, several laboratories
CDK5 p35 inh = blocks human CDK5/p35 kinase activity; Q00535+Q15078; AID 488839; 330,000 tested, 0.01% active; inhibition, % at 10 µM; Recombinant CDK5/p35, ADP-Glo luminescence, 60 min;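 active means highest replicate inhibition of at least 50% and at least 75% of replicates reaching 50%; inconclusive means only one of the two criteria met; inactive means both criteria failed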;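 further: plate controls were DMSO neutral control for no effect and GW8510 at 10 µM for full effect; many of its hits are not listed in these tables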
HTR5A ag = activates human HTR5A in OPRM1-OPRD1 agonist counter-screen; P47898; HTR5A agonist assay, luminescence, cell-based; activation, % at 9.3 µM; 340,000 tested, 0.61% active; AID 504692; in the data active means activation mostly above about 9.5%, no sharp cut-off; inactive means mostly below about 7.6%;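 further: 0% = cells with vehicle only and 100% = reference agonist; strong numbers were not always called active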
Target sequence (P47898 whole entry, looked up): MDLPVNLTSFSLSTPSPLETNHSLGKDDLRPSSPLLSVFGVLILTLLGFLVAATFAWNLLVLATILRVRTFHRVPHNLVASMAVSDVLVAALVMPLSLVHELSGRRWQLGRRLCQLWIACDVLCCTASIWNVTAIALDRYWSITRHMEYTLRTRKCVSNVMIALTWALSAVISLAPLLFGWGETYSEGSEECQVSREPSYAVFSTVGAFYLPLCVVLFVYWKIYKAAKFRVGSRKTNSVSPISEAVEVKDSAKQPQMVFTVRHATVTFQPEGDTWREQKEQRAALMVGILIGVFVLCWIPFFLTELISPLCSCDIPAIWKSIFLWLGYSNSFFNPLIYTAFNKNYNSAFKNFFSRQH
SR-BI DiI inh = blocks mouse SR-BI lipid uptake from DiI-HDL. AID 488896. Q61009. inhibition, % at 12.5 µM. 320,000 tested, 0.96% active. ldlA[mSR-BI] CHO cells, DiI-HDL uptake fluorescence, 3 h;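 active means mean replicate inhibition of at least 70% and a set share of replicates each scoring 70 or more; inconclusive means meets just one of the two criteria; inactive means fails both criteria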;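 further: 0% = median of neutral control wells and 100% = median of positive control wells; values of inactives mirror those of a sister screen read the other way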
SR-BI DiI-HDL act = activators of SR-BI mediated HDL lipid uptake; CHO ldlA[mSR-BI] cells, DiI-HDL uptake fluorescence, 3 h; 100 = double the neutral-control signal; activation, % at 12.5 µM; AID 504775; 320,000 tested, 0.096% active;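 active means mean replicate activation of at least 60% and every replicate at or above 60%; inconclusive means mean or all-replicate condition met, but not both; inactive means mean below 60% and not all replicates reaching 60%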;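 further: 0% = median plate neutral-control signal and 100% = twice that signal; values of inactives mirror those of a sister screen read the other way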
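Material – SR-BI-overexpressing, LDLR-lacking CHO cells · Medium – BSA-supplemented, HEPES-buffered Ham's F12, pH 7.4 · Doses – single concentration · Times – compound with DiI-HDL co-incubation, 3 h at 37 °C · Measured by – bottom-read fluorescence, 550/595 nm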
MITF TRPM1 HTS = activators of MITF-driven TRPM1 promoter activity in SK-MEL-5 cells. SK-MEL-5 TRPM1-promoter luciferase, 24 h; % of positive control, neutral wells = 0. activation, % at 12.5 µM. 300,000 tested, 0.75% active. AID 588334;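 active means mean activation of at least 80% with every replicate also reaching 80%; inconclusive means mean reaches 80% but some replicate falls short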;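 further: 0% = neutral control wells and 100% = parthenolide positive control wells; values of inactives mirror those of a sister screen read the other way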
dFosB act = activators of mouse delta FosB homodimer. P13346. AID 493131. 340,000 tested, 0.99% active. purified delta FosB, TAMRA-CDK5 oligo fluorescence polarization; percent of positive-control signal above neutral wells. activation, % at 25 µM;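 active means mean activation above about 17%, with every replicate also reaching it, limit read from the data, passing the limit was not always enough; inconclusive means only one of the two conditions met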;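 further: fluorescence polarization rise as delta FosB binds a TAMRA Cdk5 AP-1 oligo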
Target sequence (P13346 whole entry, looked up): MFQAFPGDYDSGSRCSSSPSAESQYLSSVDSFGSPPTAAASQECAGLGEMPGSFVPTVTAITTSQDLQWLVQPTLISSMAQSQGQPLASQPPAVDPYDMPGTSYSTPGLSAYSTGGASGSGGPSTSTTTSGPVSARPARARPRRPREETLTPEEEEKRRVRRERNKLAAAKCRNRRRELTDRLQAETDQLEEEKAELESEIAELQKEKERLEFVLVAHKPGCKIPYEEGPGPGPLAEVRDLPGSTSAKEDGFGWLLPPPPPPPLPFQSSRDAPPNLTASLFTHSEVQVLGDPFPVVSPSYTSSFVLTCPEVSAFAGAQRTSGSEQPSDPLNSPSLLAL
PvdQ acylase = blocks Pseudomonas aeruginosa PvdQ acylase activity | purified PvdQ acylase, fluorescence plate reader | inhibition, % at 10 µM | 340,000 tested, 0.063% active; in the data active means inhibition above about 30%, passing the limit was not always enough; inconclusive means no clear call, values can overlap the other calls;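 further: 0% = vehicle neutral wells and 100% = reference inhibitor wells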
Wnt act = activators of Wnt/beta-catenin signaling; Wnt/beta-catenin reporter cell assay, activator, plate reader; activation, % at 9.35 µM; 300,000 tested, 1.2% active; in the data active means activation above about 30%, passing the limit was not always enough; inconclusive means no clear call, values can overlap the other calls;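 further: 0% = neutral control wells and 100% = positive control wells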
Rtt109 HAT inh = blocks Candida albicans Rtt109/Vps75 acetyltransferase activity. Q5AAJ8. purified Rtt109/Vps75, ThioGlo CoA-SH fluorescence, 4 h. inhibition, % at 34.9 µM. 330,000 tested, 0.16% active. AID 540336;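 active means inhibition of at least 50% in every replicate; inconclusive means best replicate reaches 50% inhibition but some replicates fall short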
Target sequence (Q5AAJ8 whole entry, looked up): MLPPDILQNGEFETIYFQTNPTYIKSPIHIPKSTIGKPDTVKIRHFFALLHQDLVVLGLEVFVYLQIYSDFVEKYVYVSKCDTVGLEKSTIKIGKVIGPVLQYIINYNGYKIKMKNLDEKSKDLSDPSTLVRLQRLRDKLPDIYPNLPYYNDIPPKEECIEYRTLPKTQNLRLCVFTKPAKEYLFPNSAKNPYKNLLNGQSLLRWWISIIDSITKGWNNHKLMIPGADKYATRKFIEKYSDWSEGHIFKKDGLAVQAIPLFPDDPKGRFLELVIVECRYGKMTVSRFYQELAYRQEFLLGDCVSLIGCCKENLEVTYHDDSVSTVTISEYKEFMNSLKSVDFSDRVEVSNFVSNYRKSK
RTF Ca sens act = cardiac RTF calcium sensitization; P19429+P45379; IANBD-labeled TnC RTF fluorescence at EC20 calcium; 0% EC20 calcium, 100% full calcium; activation, % at 7.2 µM; 340,000 tested, 0.24% active; AID 493008;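 active means activation above the mean over all tested compounds plus 3 SD, cut at about 30% in these data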;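 further: rise in fluorescence read as greater calcium sensitivity of cardiac thin filaments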
* marks the source's active call; other numbers are inactive results; ? = inconclusive; . = no result given.

SMILES	CDK5 p35 inh	HTR5A ag	SR-BI DiI inh	SR-BI DiI-HDL act	MITF TRPM1 HTS	dFosB act	PvdQ acylase	Wnt act	Rtt109 HAT inh	RTF Ca sens act
COc1ccc(CCOC(=O)CNC(=O)c2ccc(Cl)cc2Cl)cc1	1.0	1	-2	2	-1	-1	0	1	13	0
COC1c2ccccc2C(=O)N1Cc1ccc(F)cc1 (stereo not drawn)	1.5	-1	6	-6	-15	1	5	1	-1	-8
COc1cccc(N/C(=N/C(=S)Nc2ccc(C)cc2C)Nc2nc(C)cc(C)n2)c1	-0.6	-4	27	-27	-4	-12	-3	5	-11	2
COC(=O)COC(=O)c1ccc(Oc2nc(OC)nc(N(C)C)n2)cc1	-4.5	-2	-16	16	.	-5	-5	.	9	4
O=C(COC(=O)C1COc2ccccc2O1)NC1CCCCC1 (stereo not drawn)	-0.9	4	-7	7	15	8	-13	-2	7	-6
COc1ccc(C)cc1NC(=O)CN(C)S(=O)(=O)c1ccc2c(c1)CC(C)N2C(C)=O (stereo not drawn)	-1.4	-2	16	-16	-10	-11	-6	-4	15	1
O=C1c2cccc3cccc(c23)N1Cc1ccc(F)cc1	0.1	-2	9	-9	1	-3	-1	-2	.	8
O=[N+]([O-])c1ccc(O)c(C=Nc2cccc3ccccc23)c1	-0.5	-4	-19	19	-37	2	-14	4	3	1
Clc1ccc(/C=C/c2nc3ccccc3[nH]2)cc1	2.8	8	6	-6	.	-1	0	20	-7	-1
CCOCCOC(=O)NCCCCCCNC(=O)OCCOCC	-1.8	3	-3	3	-8	-14	-11	-2	6	-2
COC(=O)c1ccc(COc2ccc(C)cc2[N+](=O)[O-])o1	-0.3	.	9	-9	.	5	-13	36*	5	.
CCn1cc(C2C3=C(CC(C)(C)CC3=O)N(c3ccccc3)C3=C2C(=O)CC(C)(C)C3)c(C)n1	-0.7	8	4	-4	13	1	-3	.	4	11
CCOc1ccc2[nH]c(C(=O)N/N=C/c3ccc(OC)cc3)cc2c1	0.3	1	9	-9	-7	3	2	-4	2	2
Cc1ccc(NC(=O)CCn2c(=O)c3cccn3c3ccccc32)cc1C	1.9	0	58	-58	-3	-10	-12	0	9	3
COc1ccc(CNc2nc3ccccc3n2Cc2ccccc2)cc1OC	-0.6	1	-12	12	-11	-9	-2	.	3	-3
O=C(CCSc1ccccc1)N1CCCC1	3.2	-1	-14	14	60	-2	7	-10	-1	-1
Cc1cc2c(cc1S(=O)(=O)CCC(=O)NC1CCCCC1C)OCC(=O)N2 (stereo not drawn)	2.9	0	-25	25	.	-5	19	0	11	2
Cc1ccc(S(=O)(=O)N(C)c2ccc(C(=O)N(C)Cc3nc4ccccc4c(=O)[nH]3)cc2)cc1	-8.3	-3	31	-31	-6	-3	-14	-1	-13	7
COc1ccc(N2CCN(C(=O)CCNS(=O)(=O)c3cccs3)CC2)cc1	-3.3	-8	6	-6	3	-3	-7	.	6	-3
CCOC(=O)N1CCC(NC(=O)c2cc(C(=O)Nc3ccc(OCC)cc3)ccc2CO)CC1	0.7	3	28	-28	3	2	-9	.	-4	8
O=C(/C=C/c1ccccc1)Nc1cccc(C(=O)O)c1	-0.2	-4	-13	13	-98	1	8	-4	-8	3
CCOc1ccc(Nc2nc(NCc3ccco3)nc(N)c2[N+](=O)[O-])cc1	-2.5	-1	32	-32	17	-5	-5	1	10	-3
CC(=O)OCCOc1nc(NC(C)C)nc(NC(C)C)n1	0.1	0	-17	17	-1	-1	-15	-4	-13	6
CC(C)Cn1c(N)c(C(=O)COC(=O)Cc2cccc(C(F)(F)F)c2)c(=O)n(C)c1=O	-2.1	0	13	-13	-5	-15	-16	-5	1	-6
Cc1ccc(CCN2CCN=C2Nc2ccccc2)cc1	1.7	2	-21	21	12	0	10	-2	4	2

Other compounds.
SMILES	CDK5 p35 inh	HTR5A ag	SR-BI DiI inh	SR-BI DiI-HDL act	MITF TRPM1 HTS	dFosB act	PvdQ acylase	Wnt act	Rtt109 HAT inh	RTF Ca sens act
CC(C)CN(C(=O)CN1CCN(c2ccccc2F)CC1)c1c(N)n(CC(C)C)c(=O)[nH]c1=O	0.4	-1	-18	18	-12	1	-9	.	-7	2
O=C(NC1CCCCCCC1)c1ccc2c(c1)N(Cc1ccc(F)cc1)C(=O)CS2=O (stereo not drawn)	-0.5	4	-9	9	4	-9	4	.	15	7
COc1ccc(C(=O)OCCN2CCOCC2)cc1	-0.5	-1	-25	25	.	2	-3	.	-3	-7
CCN1CCN(C(=O)CN(CCc2ccccc2)S(C)(=O)=O)CC1	0.1	1	-23	23	-14	2	-18	-5	-10	3
CCOC(=O)c1c(NC(=O)C(C)Sc2c[nH]c3ccccc23)sc2c1CCC2 (stereo not drawn)	0.5	-1	42	-42	.	-3	4	-6	4	3
O=C(O)CCc1nn2c3ccccc3n(Cc3ccccc3)c2nc1=O	0.3	8	-11	11	8	-1	-1	?	16	7
O=C(OCC(=O)N1CCCCC1)c1cc2ccccc2cc1O	1.2	0	7	-7	41	0	-14	.	-3	-3
O=C(NC1CCCN(Cc2ccc(Cl)cc2)C1)c1cccc(N2CCCC2=O)c1 (stereo not drawn)	-0.7	5	49	-49	1	-8	-14	0	2	1
COc1ccc(N2CCN(c3ccc(NC(=O)C4CCCCC4)cc3C#N)CC2)cc1	0.8	1	41	-41	0	-1	-10	.	2	-4
O=C(NCc1cccc(F)c1)c1noc2c1CCCC2	-0.3	5	.	.	29	2	-10	3	-4	-4
Cc1cc(C(=O)N2CCCC(C(=O)c3ccc4ccccc4c3)C2)nn1C (stereo not drawn)	1.0	1	.	.	-6	-8	-1	4	-1	-4
Cc1cccc(S(=O)Cc2ccc(C(=O)NC3CCN(Cc4ccccc4)CC3)o2)c1 (stereo not drawn)	.	7	2	-2	14	-6	-14	-1	3	-2
COc1ccc(CNc2oc(Cc3cccc4ccccc34)nc2C#N)cc1	2.0	-3	0	0	-11	-8	-6	-3	0	8
Cc1c(C(=O)Nc2ccc(F)cc2)oc2ccc(S(=O)(=O)N3CCCC3)cc12	-0.2	4	19	-19	3	0	5	-2	-4	0
CCOC(=O)C1=C(COC(=O)CCc2ccccc2)NC(=O)NC1C (stereo not drawn)	0.3	-6	-2	2	-5	-7	3	-1	-2	-5
COc1ccc(/C=C2\SC(=S)N(c3cccnc3)C2=O)cc1	-1.0	2	.	.	5	6	-18	0	-6	-4
COc1ccc(C)cc1C(=O)C1CC(C(=O)O)C(C)(C)C1C (stereo not drawn)	-0.5	-2	-20	20	-1	3	-11	.	-4	4
O=C1N[C@H]2CC=C[C@H]2N(Cc2cccs2)c2ccccc21	2.8	-1	-26	26	9	6	-7	-2	2	0
O=C(NCc1cccs1)c1csc2c1CCCCC2	-12	9	15	-15	16	-8	-8	2	13	5
O=C(CCCc1c[nH]c2ccccc12)NCc1ccccc1C(F)(F)F	-2.6	3	-18	18	.	-1	-5	-2	3	-5
Cc1cc(C(=O)OC(C)C(=O)NC2CCCCC2)c(C)o1 (stereo not drawn)	-3.7	3	-32	32	-5	-7	-5	-4	4	-4
CSc1ccc(CN(C)C(=O)CNC(=O)c2ccc3c(c2)OCO3)cc1	0.7	1	-6	6	2	6	5	-5	-7	2
NC(=O)c1ccc(NC(=O)CSc2nnc(-c3cccnc3)n2Cc2ccco2)cc1	0.8	1	-26	26	4	-9	-3	-2	12	-8
CC1CN(C(=O)CCC(=O)NC2CCCCC2)c2ccccc2S1 (stereo not drawn)	-1.9	1	-2	2	2	0	-4	0	-2	4
Cc1ccc(C)c(S(=O)(=O)NCCC(=O)N2CCCC(C(N)=O)C2)c1 (stereo not drawn)	0.6	11	-22	22	0	-4	-10	-3	0	-2

Ordered by heavy-atom count (rising): three of the compounds above.
SMILES	CDK5 p35 inh	HTR5A ag	SR-BI DiI inh	SR-BI DiI-HDL act	MITF TRPM1 HTS	dFosB act	PvdQ acylase	Wnt act	Rtt109 HAT inh	RTF Ca sens act
CCN1CCN(C(=O)CN(CCc2ccccc2)S(C)(=O)=O)CC1	0.1	1	-23	23	-14	2	-18	-5	-10	3
Cc1c(C(=O)Nc2ccc(F)cc2)oc2ccc(S(=O)(=O)N3CCCC3)cc12	-0.2	4	19	-19	3	0	5	-2	-4	0
CC(C)CN(C(=O)CN1CCN(c2ccccc2F)CC1)c1c(N)n(CC(C)C)c(=O)[nH]c1=O	0.4	-1	-18	18	-12	1	-9	.	-7	2

(cont.)
SMILES	CDK5 p35 inh	HTR5A ag	SR-BI DiI inh	SR-BI DiI-HDL act	MITF TRPM1 HTS	dFosB act	PvdQ acylase	Wnt act	Rtt109 HAT inh	RTF Ca sens act
CC(C)CCC(=O)N1CCC(N2CCC(C(=O)NCc3ccccn3)CC2)CC1	-0.5	1	7	-7	-4	-8	-12	-5	7	3
COC(=O)/C(C#N)=C1/C=Cc2ccccc2N1	-2.5	-4	-16	16	60	-4	-16	5	.	-1
CCN(CC)S(=O)(=O)c1ccc(N2CCOCC2)c(NC(=O)COc2ccc(Cl)cc2)c1	0.0	-1	.	.	5	-10	-5	-4	-20	-5
COCCCN(C(=O)CSCC(=O)Nc1ccc(C)cc1)c1c(N)n(Cc2ccccc2)c(=O)[nH]c1=O	-0.1	1	-6	6	4	-14	-10	2	5	0
CN(C(=O)c1ccc(NC(=O)Cc2cccc(NC(=O)C3CCN(C(=O)C4CC4)CC3)c2)cc1)C1CCCC1	1.5	0	13	-13	13	-9	-5	4	4	-2
CCCCOc1ccc(S(=O)(=O)Nc2cc(OC)ccc2OC)cc1	-1.4	0	15	-15	-2	-4	-10	.	-9	-3
O=C(CCC(=O)N(CC(=O)NC1CCCCC1)Cc1ccccc1)Nc1ccccn1	-0.1	-1	-8	8	-7	-1	-11	-2	1	2
O=C(O)c1ccc(Nc2ccc([N+](=O)[O-])c3nonc23)cc1	2.7	-4	-17	17	-6	2	3	-1	17	2
Cc1cc(C)c(S(C)(=O)=O)c(S(=O)c2ccc(Cl)cc2)n1 (stereo not drawn)	-2.4	1	-13	13	5	-2	-11	.	-4	0
COC(=O)c1cc(S(=O)(=O)N2CCOCC2)c(Cl)cc1N1CCOCC1	-0.1	2	14	-14	.	-3	-3	.	2	1
COC(=O)Nc1ccc(S(=O)(=O)N2CCC(C(=O)N(C)C3CCCCC3)CC2)cc1	-0.1	3	16	-16	-12	-2	-6	-1	2	0
CC(=O)Nc1nnc(CCN2CCCCC2)s1	-0.6	-1	-9	9	.	-6	6	.	.	-2
Cc1ccc(Oc2ccccc2/C=C2\SC(=O)N(C)C2=O)cc1	-0.9	-2	47	-47	18	-7	0	-2	1	1
CCOC(=O)c1sc(NC(=O)CCN2C(=O)c3cccc([N+](=O)[O-])c3C2=O)c(C(=O)OCC)c1C	0.2	0	54	-54	-5	6	2	.	2	-1
COc1ccc(-c2noc(CSc3nc(N)cc(=O)[nH]3)n2)cc1	-0.2	2	-15	15	-8	-12	-5	10	0	3
